Bioassay records deposited in PubChem BioAssay by The Scripps Research Institute Molecular Screening Center.
ARFGAP1 inh – inhibitors of rat ARFGAP1 GAP activity, primary screen, biochemical, fluorescence polarization, GDP tracer | ADP-ribosylation factor GTPase-activating protein 1 (Rattus norvegicus), Q62848 | Arfgap1-stimulated ARF1 GTP hydrolysis, GDP FP detection | inhibition, % at 16.5 µM | hit rate 0.26% among 360,000 | AID 651572, 2012;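 active means inhibition above a per-plate limit, mean inhibition of low control wells plus 3 SD, cut at about 25% in these data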;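 further: 0% = DMSO wells with enzyme and 100% = wells lacking Arfgap1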
Target sequence (Q62848 1-136 limits assumed): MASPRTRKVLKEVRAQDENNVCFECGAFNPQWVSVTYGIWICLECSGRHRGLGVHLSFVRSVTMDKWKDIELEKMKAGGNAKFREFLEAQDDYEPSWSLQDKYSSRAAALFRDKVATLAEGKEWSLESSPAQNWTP
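Repeats: one replicate per compound; assay system: rat Arfgap1 catalytic domain, aa 1-136; times: enzyme reaction 120 min at 25 °C after 20 min preincubation; detection: FP of antibody-bound GDP Alexa 633 tracer, ex 620/em 688 nm; benchmarks: high control wells lacking Arfgap1, low control full reaction with DMSO; reagent: human ARF1(Δ1-17)-GTP substrate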
PLCg1 inh – PLC-gamma1 enzyme inhibitors, primary screen, biochemical, fluorescence, purified enzyme; fluorogenic substrate; inhibition, % at 12.2 µM; hit rate 0.84% among 370,000; AID 720700, 2013; in the data active means inhibition above about 9.5%
PLC-beta3 inh – human PLC-beta3 inhibitors, primary screen, biochemical, fluorescence | 1-phosphatidylinositol 4,5-bisphosphate phosphodiesterase beta-3 (Homo sapiens), Q01970 | Purified PLC-beta3, fluorogenic substrate | inhibition, % at 12.2 µM | hit rate 0.18% among 370,000 | AID 720704, 2013; in the data active means inhibition above about 11%;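 further: 0% = median of compound wells on plate and 100% = full blocker control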
Tn7 DDE FP – inhibitors of Tn7 peptide binding to fibrin DD(E), primary screen, biochemical, fluorescence polarization, human fibrin, Tn7 probe | inhibition, % at 8.3 µM | Fibrinogen beta chain (Homo sapiens), P02675 | FP displacement of FITC-Tn7 peptide from fibrin DD(E); 0% = median of compound wells per plate | AID 720508, 2013 | hit rate 0.13% among 370,000;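 active means inhibition above the mean of compounds falling within the control limits plus 3 SD of them, cut at about 14% in these data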;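 further: 0% = plate median of compound wells and 100% = 10 µM Aha-Tn7 peptide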
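Assay system: human fibrin DD(E). Input: DD(E) 2 µM final. Medium: Tris buffer with calcium and detergent, pH 7.8. Compound dosing: single point at 8.3 µM. Timing: 10 min plus 3 h, room temperature. Technique: fluorescence polarization of the labelled Tn7 tracer. Read-out: percent inhibition. Replicates: singlicate testing.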
ADAM17 inh – ADAM17 inhibitors, primary screen, biochemical, QFRET; recombinant ADAM17, EDANS/DABCYL FRET peptide cleavage; inhibition, % at 6.95 µM; Disintegrin and metalloproteinase domain-containing protein 17 (Homo sapiens), P78536; hit rate 0.83% among 370,000;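 active means inhibition above the mean of compounds lying between control limits plus 3 SD, set per campaign, cut at about 8.5% in these data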;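 further: 0% = DMSO-only wells as the low control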
SIAE inh – human SIAE inhibitors, primary screen, biochemical, fluorescence polarization, FP-Rh probe, 1536-well HTS; hit rate 0.69% among 370,000; AID 1053197, 2014; inhibition, % at 9.66 µM; Sialate O-acetylesterase (Homo sapiens), Q9HAT2; SIAE FP-Rh probe binding;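 active means inhibition above a cutoff: mean of compounds within the control limits plus 3 SD of those, cut at about 17% in these data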;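 further: 0% = plate median of compound wells and 100% = probe without SIAE protein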
TDP2 absorb – human TDP2 enzyme inhibitors, primary screen, biochemical, epi absorbance, recombinant enzyme; Tyrosyl-DNA phosphodiesterase 2 (Homo sapiens), O95551; T5PNP hydrolysis, p-nitrophenol absorbance 415 nm; inhibition, % at 12.8 µM; hit rate 0.34% among 370,000;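 active means inhibition above the mean of all tested compounds plus 3 SD, set per campaign, cut at about 25% in these data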;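 further: 0% = DMSO with enzyme and 100% = buffer with substrate but no TDP2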
Target sequence (O95551 whole entry, looked up): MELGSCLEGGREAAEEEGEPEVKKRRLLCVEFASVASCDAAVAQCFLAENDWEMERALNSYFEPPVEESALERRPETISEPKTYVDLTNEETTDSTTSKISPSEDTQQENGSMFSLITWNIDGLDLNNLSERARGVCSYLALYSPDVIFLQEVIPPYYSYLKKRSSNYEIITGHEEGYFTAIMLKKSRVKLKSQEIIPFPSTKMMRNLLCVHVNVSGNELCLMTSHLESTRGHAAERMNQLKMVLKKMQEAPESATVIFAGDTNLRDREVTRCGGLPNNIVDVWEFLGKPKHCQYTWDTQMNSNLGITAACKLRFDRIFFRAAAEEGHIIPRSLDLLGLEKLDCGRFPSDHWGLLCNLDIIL
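System: recombinant human TDP2 / Amount: 120 nM TDP2 per well / Also added: 5 mM T5PNP chromogenic substrate / Doses: 12.8 µM single point, 1% DMSO / Incubation: 2 h at 37 °C / Detection: p-Nitrophenol epi absorbance / Evaluation: % inhibition relative to enzyme-containing and enzyme-free wells / Repeats: singlicate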
Tn6 DDE FP – inhibitors of Tn6 peptide binding to fibrin DD(E), primary screen, biochemical, fluorescence polarization, human fibrin, Tn6 probe; Fibrinogen beta chain (Homo sapiens), P02675; Fibrin DD(E) TRITC-Tn6 fluorescence polarization displacement; inhibition, % at 8.3 µM; hit rate 0.21% among 370,000;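 active means inhibition above a per-campaign cutoff: mean of compounds within control limits plus 3 SD, cut at about 15% in these data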;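 further: 0% = median of all compound wells on the plate and 100% = blocking peptide control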
ADAM10 inh – human ADAM10 inhibitors, primary screen, biochemical, QFRET, HTS | AID 720582, 2013 | recombinant ADAM10, EDANS/DABCYL FRET peptide cleavage, 3 h | inhibition, % at 7 µM | Disintegrin and metalloproteinase domain-containing protein 10 (Homo sapiens), O14672 | hit rate 0.62% among 370,000;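 active means inhibition above a per-campaign cutoff equal to the mean of compounds falling between control-based bounds plus 3 SD, cut at about 20% in these data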;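 further: 0% = DMSO wells while the 100% control is not disclosed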
ASAP1 inh – inhibitors of human ASAP1 ArfGAP activity, primary screen, biochemical, fluorescence polarization; ASAP1-stimulated ARF1 GTP hydrolysis, GDP FP detection; inhibition, % at 16.5 µM; AID 624377, 2012; hit rate 0.19% among 360,000; in the data active means inhibition above about 25%;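 further: 0% = vehicle with enzyme and substrate and 100% = no enzyme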
Target sequence (Q9ULH1 325-724 limits assumed): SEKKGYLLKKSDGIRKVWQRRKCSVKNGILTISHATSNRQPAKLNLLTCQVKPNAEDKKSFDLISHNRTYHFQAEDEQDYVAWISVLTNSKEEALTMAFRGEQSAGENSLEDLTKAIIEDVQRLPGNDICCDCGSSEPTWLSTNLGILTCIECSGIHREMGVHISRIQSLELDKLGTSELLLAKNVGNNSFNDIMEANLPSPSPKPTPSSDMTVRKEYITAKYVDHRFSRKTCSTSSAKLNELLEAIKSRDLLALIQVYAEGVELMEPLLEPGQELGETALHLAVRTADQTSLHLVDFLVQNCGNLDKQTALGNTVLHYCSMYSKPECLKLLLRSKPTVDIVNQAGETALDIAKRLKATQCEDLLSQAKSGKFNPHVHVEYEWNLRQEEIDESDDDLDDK
The depositor's hits bear a star; i = inactive.

Value order: ARFGAP1 inh	PLCg1 inh	PLC-beta3 inh	Tn7 DDE FP	ADAM17 inh	SIAE inh	TDP2 absorb	Tn6 DDE FP	ADAM10 inh	ASAP1 inh
- COc1cc(/C=N/N2CCN(Cc3ccc(Cl)cc3)CC2)ccc1OC(C)=O
 : 2	1	2	-5	-2	7	1	-2	4	4
- COc1ccc(N2CCN(C(c3ccccc3)c3sc4nc(C)nn4c3O)CC2)cc1 (stereo not given)
 : -2	-1	4	2	-1	0	0	3	6	2
- COc1cc2c(c(OC)c1OC)-c1ccc(SC)c(=O)cc1C(NC(=O)c1ccccc1)CC2 (stereo not given)
 : 9	5	-2	-8	2	0	-11	-3	-13	1
- CC1CCCN(S(=O)(=O)c2cc(C(=O)NCc3ccco3)ccc2Cl)C1 (stereo not given)
 : -3	1	-8	4	0	-2	-3	2	-8	-11
- Cc1csc(N2CCN(c3cc4nc(-c5ccncc5)[nH]c4cc3Cl)CC2)n1
 : -2	-101	-136	10	-16	10	5	5	-80	1
- CC1(C)C(=O)OC(c2ccco2)C(C)(C)C1=O (stereo not given)
 : -1	4	5	0	2	1	-3	-1	8	-2
- Cc1cc(NC(=O)c2ccc(NC(=O)C(C)C)cc2)no1
 : 6	0	-2	3	-5	-3	-2	1	-1	2
- CC(C)n1nnc2ccccc2c1=O
 : 5	3	0	-8	0	0	-3	-3	-2	-5
- COc1ccc(S(=O)(=O)N2CCN(C(=O)c3ccccc3Cc3ccccc3)CC2)cc1OC
 : -9	-2	3	2	6	-3	7	0	3	0
- COc1ccc(Oc2ccccc2C=O)cc1
 : -6	0	0	7	-1	-2	-5	6	7	1
- Cc1ccc(OCC(=O)OC(C)CN(C)Cc2ccccc2)cc1 (stereo not given)
 : 4	1	1	-8	-2	5	-9	-2	-1	-9
- COc1ccc(Cl)cc1NC(=O)C1CC(c2ccccc2O)=NO1 (stereo not given)
 : -3	0	-1	5	1	7	-5	5	-1	-4
- Clc1ccc(OCCCCSc2ncccn2)cc1
 : -11	2	2	4	-1	1	7	6	-5	1
- COc1ccc(CN2CC(=O)N(c3ccccc3OC)C2=S)cc1OC
 : 3	3	-2	-8	2	2	-5	-11	7	5
- Cc1cc(C)n(-c2cccc(C(=O)O)c2)n1
 : 3	-3	-5	6	-5	-4	-3	7	-8	-1
- CCOc1ccc(C2/C(=C(\O)c3ccc(OC)c(OC)c3)C(=O)C(=O)N2c2cc(C)on2)cc1OC (stereo not given)
 : -1	-10	-13	7	-2	3	-2	-6	-13	-11
- COc1ccc(-c2nc(C#N)c(NCCCN(C)C)o2)cc1OC
 : 2	i	i	-5	i	-1	-22	1	i	15
- COc1ccc(S(=O)(=O)Nc2ccc(NC(C)=O)cc2)cc1
 : -10	0	2	2	-4	11	9	5	2	-1
- O=C(C1CC=CCC1)N1CCN(C(=O)C2CC=CCC2)CC1 (stereo not given)
 : -1	6	6	-8	2	0	-7	7	9	2
- CC(=O)c1ccc(N(C(=O)CS(=O)CC(=O)Nc2ccc(F)cc2)C(C(=O)NC2CCCCC2)c2cccs2)cc1 (stereo not given)
 : 11	-2	-4	3	0	-6	1	-1	-3	14
- CCCC(=O)Nc1ccc2c(c1)Cc1ccccc1-2
 : -8	0	-5	-5	1	1	14	-2	5	0
- COc1ccccc1NC(=O)Cn1c([N+](=O)[O-])cnc1C
 : -2	-3	-4	1	-3	-1	1	-3	-4	-3
- CCOC(=O)C(CN1CCCC1)c1ccccc1 (stereo not given)
 : 4	3	1	3	-3	-4	4	-3	-1	9
- CC1=Nc2ccccc2N=C(NC(=O)CN2CCN(c3ccccc3)CC2)C1c1ccccc1 (stereo not given)
 : 7	-1	-1	-2	-3	3	-5	-6	-3	2
- CCOc1ccc2nc(SCC(=O)N3c4ccccc4Sc4ccccc43)sc2c1
 : 0	2	1	1	-2	7	3	2	-8	0
- c1ccc(COc2ccc3nocc3c2)cc1
 : -6	-5	-2	6	-3	10	-6	4	0	7
- COc1cc(/C=N/NC(=O)C(=O)NCc2ccco2)ccc1O
 : -12	-2	-4	3	-1	3	-1	-5	0	-4
- Cc1cc(NC(=O)CSCC(=O)N(C)Cc2cccc(Cl)c2)no1
 : 8	-1	-5	0	-5	-4	-4	-5	-4	12
- COc1ccccc1NC(=O)c1ccc(C)c(S(=O)(=O)N2CCCCC2)c1
 : -10	13*	-1	-1	7	-11	-13	-11	14	-1
- CC1CCc2nc(NC(=O)CCSc3ccccc3)sc2C1 (stereo not given)
 : 5	3	-4	7	-2	0	5	11	-6	3
- CCN1C(=O)CSc2ccc(C(=O)NC3CCCCC3)cc21
 : 0	-2	-1	-1	-7	6	0	6	-4	-4
- O=c1[nH]c(CN2CCOCC2)nc2scc(-c3ccccc3)c12
 : 2	-1	-1	0	-3	-2	-5	-4	11	8
- COC(=O)[C@]1(Cc2ccccc2)N[C@H](CN(C)S(=O)(=O)c2ccc(C(C)(C)C)cc2)[C@@H]2C(=O)N(C)C(=O)[C@@H]21
 : 2	-1	-1	0	-3	1	9	0	-12	3
- COc1ccccc1C1C2=C(CC(C)(C)CC2=O)N(CC(=O)O)C2=C1C(=O)CC(C)(C)C2
 : 13	-391	-492	-2	-269	-2	14	5	i	-3
- CCOC(=O)N1CCC(NC(=O)Cn2ncc3ccccc32)CC1
 : 19	0	0	6	-1	-2	14	-5	6	-2
- NC(=O)C1=C[C@H](c2ccc3c(c2)OCO3)C[C@H](OCc2ccc(CO)cc2)O1
 : -7	-15	-18	6	-3	0	-2	-2	8	-4
- CCC(COC(=O)c1ccccc1)Oc1cc(NCc2ccccc2)c2ncn(C(C)C)c2c1 (stereo not given)
 : 2	-49	-63	-2	-3	7	36*	0	5	13
- Cc1nnc(N/N=C/c2ccc(-c3ccc(Br)cc3)o2)n1N
 : 8	-26	-50	1	-10	3	57*	-7	-28	-1
- CCN(CC)c1nc(N2CCN(C)CC2)nc2ccccc12
 : 4	-5	-13	5	-3	-4	-8	3	-2	-9
- COc1ccc(-c2nc(C#N)c(N3CCC(C)CC3)o2)cc1
 : 4	-6	-13	2	-53	3	1	-3	-102	-7
- O=C(Nc1nnc(-c2ccco2)o1)c1ccc(S(=O)(=O)N2CCOCC2)cc1
 : 12	1	5	-1	5	6	-6	4	7	3
- COc1cc(C)ccc1OCCOCCOc1cc(C)c(C)cc1Br
 : 11	-1	0	1	3	-1	-3	0	8	14
- O=C(N/N=C/c1ccco1)c1ccc(Br)o1
 : -1	-3	-6	4	-1	5	6	0	0	6
- CCOC(=O)N1CCN(C(=O)C2CCN(Cc3nc(-c4ccccc4C)oc3C)CC2)CC1
 : -2	1	-2	-4	-1	-5	1	6	-9	5
- O=C(O)C(CCc1ccccc1)(Cc1ccccc1)C(=O)O
 : 0	0	4	8	-1	-1	2	-3	-6	10
- CCCCN(C)C(=O)C1CCC(CNS(=O)(=O)c2ccc3c(c2)CC(C)N3C(=O)C2CC2)CC1 (stereo not given)
 : -2	3	-7	-2	-1	1	-15	0	7	-1
- COc1cc(/C=N\NC(=O)c2nonc2N)c(OC)cc1Br
 : 1	-44	-47	-2	-21	-3	-15	-1	-57	2
- O=C1C=C(c2ccc(C(=O)O)c(Cl)c2)C[C@@H](c2ccc3c(c2)OCO3)C1
 : -6	-5	-10	3	-8	5	6	2	-9	2
- CCN1CCN(C(CNS(=O)(=O)c2cccs2)c2cccnc2)CC1 (stereo not given)
 : 11	4	-4	0	-1	-4	7	0	-1	-10

Entries from the list above that have a Cl atom (7):
Value order: ARFGAP1 inh	PLCg1 inh	PLC-beta3 inh	Tn7 DDE FP	ADAM17 inh	SIAE inh	TDP2 absorb	Tn6 DDE FP	ADAM10 inh	ASAP1 inh
- COc1cc(/C=N/N2CCN(Cc3ccc(Cl)cc3)CC2)ccc1OC(C)=O
 : 2	1	2	-5	-2	7	1	-2	4	4
- CC1CCCN(S(=O)(=O)c2cc(C(=O)NCc3ccco3)ccc2Cl)C1 (stereo not given)
 : -3	1	-8	4	0	-2	-3	2	-8	-11
- Cc1csc(N2CCN(c3cc4nc(-c5ccncc5)[nH]c4cc3Cl)CC2)n1
 : -2	-101	-136	10	-16	10	5	5	-80	1
- COc1ccc(Cl)cc1NC(=O)C1CC(c2ccccc2O)=NO1 (stereo not given)
 : -3	0	-1	5	1	7	-5	5	-1	-4
- Clc1ccc(OCCCCSc2ncccn2)cc1
 : -11	2	2	4	-1	1	7	6	-5	1
- Cc1cc(NC(=O)CSCC(=O)N(C)Cc2cccc(Cl)c2)no1
 : 8	-1	-5	0	-5	-4	-4	-5	-4	12
- O=C1C=C(c2ccc(C(=O)O)c(Cl)c2)C[C@@H](c2ccc3c(c2)OCO3)C1
 : -6	-5	-10	3	-8	5	6	2	-9	2
